Screening results: PubChem BioAssay, several laboratories
HCV NS3 hel inh: inhibitors of HCV NS3 helicase, primary screen, biochemical, Cy5 molecular beacon fluorescence | NS3 helicase DNA unwinding | inhibition, % at 10.9 µM | 290,000 compounds, 0.56% hits;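 active = inhibition above the mean of all tested compounds plus 3 SD, set per campaign, cut at about 35% in these data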;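 also: 0% = DMSO wells and 100% = thioflavine S control wells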
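Material: hepatitis C virus NS3 helicase domain fragment enzyme; measured by: Cy5 fluorescence, 0 and 60 min reads; control set: DMSO and thioflavine S; incubation: 60 min unwinding reaction at 25 °C after ATP addition; read-out basis: % inhibition from 60/0 min fluorescence ratio, DMSO 0%, thioflavine S 100%; repeats: singlicate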
IDE cell activ: human IDE activators in live cells, primary screen, fluorescence polarization, HEK cells, FAbeta-B substrate; FAbeta-B cleavage; 0% vehicle, 100% cell-free pure enzyme wells; Insulin-degrading enzyme (Homo sapiens), P14735; 340,000 compounds, 0.073% hits; activation, % at 5.96 µM; AID 493087, 2011;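 active = activation above the mean of all tested compounds plus 3 SD, set per screening campaign, cut at about 17% in these data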
IMP-1 inh: IMP-1 metallo-beta-lactamase inhibitors, primary screen, biochemical, epi-absorbance readout, Pseudomonas aeruginosa enzyme; 290,000 compounds, 0.45% hits; purified IMP-1, nitrocefin hydrolysis, epi-absorbance fluorescence; inhibition, % at 5.6 µM;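 active = inhibition above the mean plus 3 SD of all compounds in the same screening run, cut at about 4.5% in these data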;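 also: 0% = IMP-1 with DMSO and 100% = DMSO wells lacking enzyme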
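Test system: recombinant IMP-1 enzyme, purified / Medium: HEPES buffer pH 7.1 with ZnSO4 and Brij 35 / Doses: single dose, 5.6 µM / Times: 25 °C, 15 min preincubation, 25 min reaction / Detection: Epi-absorbance via hydrolysed-nitrocefin quenching of white-plate fluorescence, 480/530 nm, EDTA stop / Evaluation: percent inhibition from optical density relative to buffer-blank wells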
p-CIP stab down: p/CIP-EGFP fusion destabilizers, primary screen, fluorescence, F442A cells. Q05BA5. 290,000 compounds, 0.01% hits. decrease of EGFP signal, % at 10 µM. 16 h. AID 1984, 2009;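 active = EGFP signal decrease of at least 30% at 10 µM or well 3 SD below plate mean, unless failing retest; inactive = the rest, including hits failing retest or dose response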; also: some compounds called inactive have numbers as strong as hits; many of its hits are not listed in these tables
VIM-2 inhibitor: VIM-2 metallo-beta-lactamase inhibitors, primary screen, biochemical, epi-absorbance readout, Pseudomonas aeruginosa enzyme; inhibition, % at 5.6 µM; AID 1527, 2009; 290,000 compounds, 0.89% hits; purified VIM-2, nitrocefin hydrolysis, epi-absorbance fluorescence;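 active = inhibition above the mean of all tested compounds plus 3 SD, cutoff set per screening run, cut at about 7.5% in these data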;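 also: red hydrolysis product quenches plate fluorescence so inhibitors raise well fluorescence; 0% = enzyme with DMSO and 100% = DMSO without enzyme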
M18AAP inhibitor: PfM18AAP inhibitors, malaria aminopeptidase, primary screen, biochemical, QFRET, recombinant enzyme; M18 aspartyl aminopeptidase (Plasmodium falciparum 3D7); 290,000 compounds, 1.2% hits; H-Glu-NHMec fluorogenic cleavage; inhibition, % at 7.35 µM;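 active = inhibition above the campaign mean inhibition over all tested compounds plus 3 SD, cut at about 28% in these data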;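 also: 0% = plate median of test compound wells and 100% = 2 mM ZnCl2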
DNA FID counter: compounds displacing fluorescent DNA intercalator, primary screen, artefact control for HCV NS3 helicase inhibitor project, biochemical, FID fluorescence. DNA fluorescent intercalator displacement. 290,000 compounds, 0.17% hits. inhibition, % at 7.9 µM; in the data active = inhibition above about 37%;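 also: 0% = vehicle and 100% = reference compound; higher means more ethidium bromide displaced from hairpin DNA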
SUMO HTRF inh: inhibitors of in vitro SUMOylation cascade, primary screen, biochemical, HTRF, uHTS. HTRF SUMOylation assay, SAE1/SAE2 + UBC9. 290,000 compounds, 0.36% hits. SUMO-conjugating enzyme UBC9 (Homo sapiens), P63279. AID 2006, 2009. inhibition, % at 35 µM; in the data active = inhibition above about 50%, passing the limit was not always enough; also: strong numbers were not always called active
IDE cell inh: human IDE inhibitors in live cells, primary screen, fluorescence polarization, HEK cells, FAbetaB substrate; 320,000 compounds, 0.41% hits; Insulin-degrading enzyme (Homo sapiens), P14735; inhibition, % at 5.59 µM; FAbetaB cleavage;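 active = percent inhibition above the average of all tested compounds plus 3 SD, set per screening campaign, cut at about 16% in these data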;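 also: IDE supplied by intact live HEK cells; FP after avidin binding of uncleaved biotin substrate so inhibition keeps polarization high; 0% = DMSO wells and 100% = 60 µM reference IDE inhibitor Ii1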
* hit, by the source's call; · = not tested or not shown.

1: CCCCC[n+]1ccn(-c2nc3ccccc3nc2[N-]S(=O)(=O)c2ccc(C)cc2)c1
2: COc1ccc(C(=O)CSc2cc(C)nc3nc(C)nn23)cc1OC
3: CC(C)N(C(=O)COC(=O)[C@@H]1CC(O)CN1S(=O)(=O)c1ccc(C(C)(C)C)cc1)C(C)C (stereo not given in full)
4: CCC1=Nc2cc(C(=O)NCCN3CCOCC3)ccc2Sc2ccc(C)cc21
5: CCC(C(=O)NC1CCCC1)N(Cc1cccs1)C(=O)Cn1nnc(-c2ccc(OC)c(OC)c2)n1 (stereo not given)
6: Cc1ccc(S(=O)(=O)/N=C(\c2ccc(F)cc2)n2c(C)nc3ccccc32)cc1
7: CC(=O)OC[C@H]1O[C@H](CCO/N=C(\C)CCN2CCCc3nc(C)c(C)cc32)C=C[C@@H]1OC(C)=O
8: O=C(CSc1nc2ccccc2[nH]1)Nc1ccc2c(c1)CCC2
9: Nc1cc(OCC(F)(F)F)cc(OCC(F)(F)F)c1
10: Cc1cccc(N2C(=O)c3ccc(C(=O)Nc4c[nH]c(=O)[nH]c4=O)cc3C2=O)c1

assay / entry | 1 | 2 | 3 | 4 | 5 | 6 | 7 | 8 | 9 | 10
HCV NS3 hel inh | 11 | -4 | 5 | -7 | -2 | 1 | -1 | -12 | -12 | -8
IDE cell activ | 3 | 4 | -1 | 0 | 4 | 2 | · | -2 | 6 | 0
IMP-1 inh | -3.4 | -3.5 | -2.6 | -3.2 | -5.5 | -2.0 | -2.7 | -2.5 | -0.3 | -0.3
p-CIP stab down | 2 | -4 | -3 | -19 | -15 | -6 | -1 | -6 | -20 | -13
VIM-2 inhibitor | 0.1 | -0.1 | -2.2 | -2.0 | -2.4 | 0.1 | -2.4 | 0.1 | -0.1 | 0.0
M18AAP inhibitor | -7 | -6 | 4 | 1 | -4 | 2 | -5 | 3 | -8 | -13
DNA FID counter | -28 | -6 | -50 | 3 | -37 | 5 | -25 | -4 | 0 | -4
SUMO HTRF inh | 2 | 12 | 12 | · | 4 | -3 | -15 | -6 | 1 | 31
IDE cell inh | 4 | -4 | -1 | 5 | 1 | -2 | · | 0 | 1 | 2

11: O=C(c1ccc([N+](=O)[O-])cc1)N1CCSC1c1ccccc1Cl (stereo not given)
12: CC(=O)Cc1cc(=O)c2c(C)cc(O)c(C3OC(CO)C(O)C(O)C3O)c2o1 (stereo not given)
13: Cn1cc(SCC(=O)NCc2ccc(F)cc2)c2ccccc21
14: CCc1ccc2nc3c(c(C(=O)O)c2c1)CCC3
15: C/C(=N\NC(=O)c1ccc(N2CCCC2=O)cc1)c1ccncc1
16: Cn1ncc(Cl)c1C(=O)N1CCN(S(=O)(=O)c2cccs2)CC1
17: N#C/C(=C\c1ccc([N+](=O)[O-])cc1)c1nc(C2CC2)cs1
18: CCC(C)NC(=O)CSc1nc2ccsc2c(=O)n1NC(=O)c1ccccc1 (stereo not given)
19: CC(=O)n1c2ccccc2c2ccccc21
20: Cc1ccc(S(=O)(=O)N[C@H](C(=O)N2CCC3(O)CCCCC3C2)c2ccccc2)cc1 (stereo not given in full)

assay / entry | 11 | 12 | 13 | 14 | 15 | 16 | 17 | 18 | 19 | 20
HCV NS3 hel inh | 0 | · | -7 | 5 | -5 | 4 | 16 | -7 | -2 | 2
IDE cell activ | 3 | 5 | 0 | 2 | 4 | 5 | -2 | 2 | 0 | 2
IMP-1 inh | -2.6 | · | -1.7 | -2.6 | -4.3 | -0.8 | 0.8 | -2.3 | -2.1 | -2.1
p-CIP stab down | -8 | 0 | -3 | -9 | -6 | -14 | -7 | 9 | 2 | -4
VIM-2 inhibitor | -3.3 | · | 1.4 | -1.2 | -4.7 | 1.2 | -1.0 | -3.2 | -1.9 | -3.4
M18AAP inhibitor | -3 | · | -1 | 3 | 1 | 9 | -10 | 13 | 1 | 4
DNA FID counter | 2 | · | -18 | 0 | -9 | -3 | 0 | -5 | 0 | -16
SUMO HTRF inh | 5 | 27 | -1 | 16 | -1 | 10 | 13 | 1 | 0 | -3
IDE cell inh | 5 | 0 | -2 | 0 | -6 | 1 | 0 | -9 | 1 | -1

21: CCSc1cc(N2CC(C)OC(C)C2)nc(-c2ccccc2Cl)n1 (stereo not given)
22: Cc1nc2ccccc2n1S(=O)(=O)c1ccc(S(=O)(=O)N2CCCCCC2)cc1
23: NC(=O)c1ccc(C(=O)c2ccc([N+](=O)[O-])cc2)cc1
24: CC(=O)Nc1ccc(NS(=O)(=O)c2ccc(Cl)s2)cc1
25: O=C(CCCn1c(=O)oc2ccccc21)NC1CCCCCC1
26: CCOC(=O)C1CCCN(S(=O)(=O)c2ccc3c(c2)N(C)C(=O)CC(=O)N3C)C1 (stereo not given)
27: Oc1ccccc1Nc1ncnc2c1oc1ccccc12
28: CCn1cc(/C=C(\NC(=O)c2ccccc2)C(=O)N2CCOCC2)c2ccccc21
29: CCCCN(CC)CCNC(=O)C1c2cc(OC)c(OC)cc2C(=O)N2CCc3ccccc3C12 (stereo not given)
30: CC(=O)N1c2ccc(S(=O)(=O)N3CCC(C(=O)NC4CCCCC4)CC3)cc2CC1C (stereo not given)

assay / entry | 21 | 22 | 23 | 24 | 25 | 26 | 27 | 28 | 29 | 30
HCV NS3 hel inh | 1 | -4 | 3 | 3 | 9 | 4 | 2 | 1 | -2 | 3
IDE cell activ | 2 | 3 | 1 | 3 | · | -1 | -6 | 1 | 0 | 1
IMP-1 inh | -2.8 | -3.5 | -1.8 | -1.9 | 0.8 | -2.5 | 1.5 | -1.6 | -1.8 | -0.2
p-CIP stab down | -17 | -12 | -10 | 5 | 3 | -16 | 6 | -6 | 4 | -16
VIM-2 inhibitor | -3.5 | -2.3 | -5.1 | -1.6 | 0.9 | 1.1 | -0.5 | -1.9 | 3.9 | -2.8
M18AAP inhibitor | 10 | -1 | 2 | -15 | -1 | -11 | -12 | 3 | -3 | 0
DNA FID counter | -8 | -2 | 0 | -1 | -9 | -15 | 2 | -28 | 26 | -45
SUMO HTRF inh | -18 | 14 | -10 | 20 | 13 | 18 | 8 | 4 | -13 | ·
IDE cell inh | 2 | 0 | -2 | 6 | 7 | 5 | 7 | · | -1 | -2

31: Cc1cc(C)nc(SCc2cc(=O)c(OC(=O)c3ccc(Cl)c([N+](=O)[O-])c3)co2)n1
32: Cc1cc(C)nc(SCC(=O)OC(C)C(=O)Nc2ccccc2)n1 (stereo not given)
33: Cc1cccc(S(=O)(=O)Nc2nc3ccccc3nc2NCC2CCCO2)c1 (stereo not given)
34: COCCCN(C(=O)c1cccnc1SC)c1c(N)n(Cc2ccccc2)c(=O)[nH]c1=O
35: COc1ccc(C(=O)NCCCN=C2NS(=O)(=O)c3ccccc32)cc1
36: COc1ccc2c(c1)c(CC(=O)OCC(=O)O)c(C)n2C(=O)c1ccc(Cl)cc1
37: C=CCNC(=S)NNC(=O)c1cc(O)ccc1O
38: O=C(NCCCc1ccccc1)C(=O)c1c[nH]c2ccccc12
39: COc1ccccc1N1CCN(C(=O)c2cc3c(s2)CCC3)CC1
40: Oc1ccc(Nc2nc(-c3ccc4ccccc4c3)cs2)cc1

assay / entry | 31 | 32 | 33 | 34 | 35 | 36 | 37 | 38 | 39 | 40
HCV NS3 hel inh | 5 | 3 | -2 | -4 | 0 | 26 | 17 | -7 | 7 | -14
IDE cell activ | 3 | 7 | 8 | 3 | 1 | 5 | · | 0 | 4 | -23
IMP-1 inh | -3.6 | 0.4 | -2.3 | -0.6 | -3.0 | -3.0 | -3.8 | -2.2 | -1.4 | -2.5
p-CIP stab down | -12 | -15 | -15 | -6 | -7 | 17 | -3 | 6 | -2 | -7
VIM-2 inhibitor | -0.6 | -1.9 | -1.4 | 0.3 | -2.3 | -3.1 | -2.9 | -2.1 | -3.1 | -2.5
M18AAP inhibitor | -1 | -3 | -1 | -5 | -4 | 7 | 39* | 5 | -2 | 25
DNA FID counter | 1 | -20 | -45 | -6 | -3 | -34 | -6 | -12 | -36 | 10
SUMO HTRF inh | -1 | 6 | 18 | -14 | -13 | 12 | -3 | -4 | 0 | -10
IDE cell inh | 4 | 0 | -6 | 0 | -1 | 1 | 8 | 3 | -2 | 6

Some of these compounds in order of formula weight, smallest number first:
38: O=C(NCCCc1ccccc1)C(=O)c1c[nH]c2ccccc12
39: COc1ccccc1N1CCN(C(=O)c2cc3c(s2)CCC3)CC1
33: Cc1cccc(S(=O)(=O)Nc2nc3ccccc3nc2NCC2CCCO2)c1 (stereo not given)
34: COCCCN(C(=O)c1cccnc1SC)c1c(N)n(Cc2ccccc2)c(=O)[nH]c1=O

assay / entry | 38 | 39 | 33 | 34
HCV NS3 hel inh | -7 | 7 | -2 | -4
IDE cell activ | 0 | 4 | 8 | 3
IMP-1 inh | -2.2 | -1.4 | -2.3 | -0.6
p-CIP stab down | 6 | -2 | -15 | -6
VIM-2 inhibitor | -2.1 | -3.1 | -1.4 | 0.3
M18AAP inhibitor | 5 | -2 | -1 | -5
DNA FID counter | -12 | -36 | -45 | -6
SUMO HTRF inh | -4 | 0 | 18 | -14
IDE cell inh | 3 | -2 | -6 | 0

The listing continues:
41: Cc1cccc(N(CC(N)=O)C2SC(=O)N(c3ccccc3)C2=O)c1 (stereo not given)
42: O=C(NNS(=O)(=O)c1ccc([N+](=O)[O-])cc1)c1ccc2ccccc2c1O
43: O=C1NC2(CCCCC2)NN1c1ccccc1
44: Cc1ccc(OC(=O)CCC(=O)OCCCC(F)(F)C(F)(F)F)cc1
45: N#CCCC1CCCC=C1N(Cc1ccccc1)C(=O)C(Cl)Cl (stereo not given)
46: O=C1[C@@H]2[C@H](C(=O)N1O)[C@H]1C=C[C@@H]2C1

assay / entry | 41 | 42 | 43 | 44 | 45 | 46
HCV NS3 hel inh | 1 | -9 | -2 | 0 | 6 | -3
IDE cell activ | 5 | 3 | 1 | 0 | · | 6
IMP-1 inh | 6.6* | -3.4 | -3.1 | -1.6 | -2.4 | -2.4
p-CIP stab down | -4 | 4 | 4 | 1 | 1 | -1
VIM-2 inhibitor | -2.5 | -6.0 | -2.5 | -2.9 | -1.1 | -1.9
M18AAP inhibitor | -9 | 15 | 23 | -1 | -1 | -11
DNA FID counter | 4 | -5 | -6 | -5 | -24 | -4
SUMO HTRF inh | 0 | 5 | 21 | 4 | 0 | 9
IDE cell inh | 4 | · | -1 | -2 | 2 | 4
